Source: PubChem BioAssay
ARNT TACC3 PPI = disrupts binding between human ARNT and TACC3; Q9Y6A5; AlphaScreen His-ARNT PAS-B/GST-TACC3 binding, luminescence; TACC3 fragment carries E629A point mutation; inhibition, % at 9.99 µM; actives 0.66% (n = 390,000); AID 623870;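 active means mean inhibition of replicates at least 50% and at least half of replicates each reaching 50%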;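 further: 0% = complete ARNT plus TACC3 wells and 100% = ARNT alone without TACC3; many hits fall short of the cut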
PglD inh = inhibitors of Campylobacter jejuni PglD acetyltransferase. purified PglD enzyme, DTNB colorimetric CoA detection. inhibition, % at 12.5 µM. actives 0.098% (n = 360,000); in the data active means inhibition above about 16%, passing the limit was not always enough; further: strong numbers were not always called active
esBAF inh = SWI/SNF esBAF complex inhibition | reporter increase, % at 12.5 µM | AID 602393 | actives 2% (n = 350,000) | mouse ES cells, Bmi1-luciferase knock-in reporter, 24 h; 100% = twice the neutral-well signal; in the data active means activation above about 40%;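 further: 0% = median of the plate's neutral control wells and 100% = double that signal; a rise in the Bmi1 reporter signal indicates esBAF inhibition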
RAD52 inh = RAD52 (human) annealing inhibition | P43351 | recombinant RAD52 DNA annealing, FRET fluorescence | inhibition, % at 18.7 µM | actives 0.46% (n = 360,000) | AID 651710;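 active means every replicate showing at least 50% inhibition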
RAD54 inh = RAD54 (human) branch migration inhibition; RAD54 Holliday junction branch migration, FAM/BHQ fluorescence; inhibition, % at 10.4 µM; actives 0.14% (n = 360,000);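 active means mean normalized replicate activity at least 40 and at least half of replicates scoring 40 or more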;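 further: 0% = median of neutral control wells and 100% = median of positive control wells; inhibitors cause a drop in the FAM fluorescence signal; in these data hits start at about 50%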
CASP6 VEID inh = inhibitors of human caspase-6. inhibition, % at 12.5 µM. actives 0.53% (n = 350,000). AID 686996. P55212. purified caspase-6, Z-VEID-R110 cleavage fluorescence;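 active means mean inhibition across replicates at least about 35%, with every replicate also reaching that limit, limit read from the data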;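 further: 0% = median of neutral control wells and 100% = no fluorescence left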
Target sequence (P55212 24-179 limits assumed): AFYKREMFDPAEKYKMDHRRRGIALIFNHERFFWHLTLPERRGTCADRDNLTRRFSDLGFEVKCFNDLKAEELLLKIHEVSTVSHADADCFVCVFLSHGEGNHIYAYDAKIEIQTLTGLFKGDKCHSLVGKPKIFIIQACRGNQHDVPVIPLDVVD
Target sequence (P55212 194-293 limits assumed): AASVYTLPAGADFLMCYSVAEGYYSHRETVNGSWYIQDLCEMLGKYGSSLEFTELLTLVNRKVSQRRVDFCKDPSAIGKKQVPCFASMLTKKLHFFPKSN
E-sel inducer = induces E-selectin expression in human endothelial cells; HUVEC E-selectin immunofluorescence imaging; normalized: neutral wells 0, TNF-alpha wells 100; activation, % at 7.58 µM; actives 0.37% (n = 260,000);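 active means mean E-selectin-positive cell signal at least 10% of the positive control, reached in at least 60% of replicates, without over 20% cell loss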;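 further: in these data hits start at about 27%; measured in HUVEC primary endothelial cells; signal is the percent of cells scored E-selectin positive by PE staining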
Target sequence (P16581 whole entry, looked up): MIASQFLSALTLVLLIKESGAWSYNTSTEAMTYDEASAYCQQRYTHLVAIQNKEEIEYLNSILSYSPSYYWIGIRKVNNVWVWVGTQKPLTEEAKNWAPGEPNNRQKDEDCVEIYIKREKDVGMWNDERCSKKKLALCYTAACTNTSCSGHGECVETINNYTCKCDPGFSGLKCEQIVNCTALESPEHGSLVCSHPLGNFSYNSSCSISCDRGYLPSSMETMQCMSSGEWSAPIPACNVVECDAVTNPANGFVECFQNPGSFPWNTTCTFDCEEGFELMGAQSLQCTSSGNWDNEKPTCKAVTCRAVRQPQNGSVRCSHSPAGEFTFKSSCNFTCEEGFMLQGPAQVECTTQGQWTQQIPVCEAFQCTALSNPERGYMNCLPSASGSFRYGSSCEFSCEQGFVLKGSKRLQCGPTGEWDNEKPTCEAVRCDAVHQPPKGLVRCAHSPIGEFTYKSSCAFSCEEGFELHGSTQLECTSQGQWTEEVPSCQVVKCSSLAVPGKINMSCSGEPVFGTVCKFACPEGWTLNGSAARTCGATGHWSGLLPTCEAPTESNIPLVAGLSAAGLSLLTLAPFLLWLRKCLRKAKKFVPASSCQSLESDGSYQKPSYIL
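assay system = HUVEC, human umbilical vein endothelial cells | input = 3,000 HUVEC seeded per well | medium = EGM-2 growth medium on 0.1% gelatin-coated wells | dosing = one compound dose added by pin transfer | signal = immunofluorescence imaging | read-out basis = % PE-positive cells | control set = TNF-alpha, DMSO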
ERp5 block = inhibitors of human ERp5. Q15084. ERp5 insulin aggregation, absorbance 650 nm, 90 min. inhibition, % at 9.99 µM. actives 0.05% (n = 350,000);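 active means mean replicate inhibition above about 25%, with every replicate also reaching it, limit read from the data, passing the limit was not always enough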
* marks the source's active call; other numbers are inactive results; x = not tested or not shown.

The line under a structure holds: RAD52 inh, esBAF inh, PglD inh, RAD54 inh, ERp5 block, CASP6 VEID inh, E-sel inducer, ARNT TACC3 PPI
> COc1ccc(/C=N/NC(=O)c2ccc3nc[nH]c3c2)c(OC)c1
  3, -2, -4, 2, 0, 2, x, x
> COCCN(C[C@@H]1[C@H](c2ccccc2)[C@@H](CO)N1C(=O)C1CCC1)C(C)=O
  -7, -1, 0, -4, -4, 10, 0.5, -12
> COc1ccc(/C=N/NC(=O)C(=O)N2CCCCCC2)cc1
  -9, 3, -1, -10, -2, -3, -0.1, x
> COc1ccc(C(=O)N2C[C@H]3[C@@H](c4ccccc42)[C@@H](CO)N3C(=O)c2ccc(F)cc2)cc1
  -4, 4, -4, 4, 5, -7, 0.0, -2
> Cc1noc(C)c1NC(=O)Nc1cccc2c1O[C@H](CN(C)C(=O)Nc1c(C)noc1C)[C@@H](C)CN([C@@H](C)CO)C2=O
  -12, 1, 0, x, 6, x, -0.1, 3
> CC(C)c1cc(CNC(=O)CC2C(=O)NCCN2CC2CCCCC2)on1 (stereo not given)
  -21, x, x, x, 1, -3, x, 4
> Cc1csc(=O)n1CC(=O)OCc1cccc2ccccc12
  x, 58*, -3, -5, x, x, x, 2
> O=C(C[C@H]1C[C@H]2c3cc(NC(=O)C4CCC4)ccc3O[C@H]2[C@@H](CO)O1)NCc1cc(F)ccc1F
  6, 1, -1, 5, 1, 1, -0.3, -12
> COc1cc(NC(=O)N[C@H](C(=O)O)C(C)C)cc(OC)c1
  x, 4, 2, -15, x, x, x, -3
> COc1ccccc1NC(=O)N1CC(=O)N2[C@H](C1)[C@H](c1ccc(-c3cccc(C)c3)cc1)[C@@H]2CO
  -7, x, x, x, -4, 3, -0.1, x
> CCCCCCNC(=O)O[C@H]1Cn2c(=O)ccc(=O)n2[C@@H]2CN(S(=O)(=O)c3ccc(C)cc3)C[C@]12O
  -6, 6, -1, 2, 2, 2, 0.5, x
> S=C(NNc1nc(Nc2ccccc2)nc(N2CCCCC2)n1)NC1CCCCC1
  -9, x, x, x, 3, 1, x, -3
> C=CCn1c(SCC2CCCCO2)nc2sc(CC)cc2c1=O (stereo not given)
  -3, -1, -2, -7, -4, 6, -0.3, -7
> Cc1cccnc1NC(=O)c1cccc(S(=O)(=O)N2CCCc3ccccc32)c1
  -9, 8, 2, -5, 3, 3, -0.1, -11
> CCOC(=O)C(=O)Nc1ccccc1C(N)=O
  x, 11, 1, 13, x, x, x, 2

Of the compounds above, these have four or more nitrogen atoms:
The line under a structure holds: RAD52 inh, esBAF inh, PglD inh, RAD54 inh, ERp5 block, CASP6 VEID inh, E-sel inducer, ARNT TACC3 PPI
> COc1ccc(/C=N/NC(=O)c2ccc3nc[nH]c3c2)c(OC)c1
  3, -2, -4, 2, 0, 2, x, x
> Cc1noc(C)c1NC(=O)Nc1cccc2c1O[C@H](CN(C)C(=O)Nc1c(C)noc1C)[C@@H](C)CN([C@@H](C)CO)C2=O
  -12, 1, 0, x, 6, x, -0.1, 3
> CC(C)c1cc(CNC(=O)CC2C(=O)NCCN2CC2CCCCC2)on1 (stereo not given)
  -21, x, x, x, 1, -3, x, 4
> CCCCCCNC(=O)O[C@H]1Cn2c(=O)ccc(=O)n2[C@@H]2CN(S(=O)(=O)c3ccc(C)cc3)C[C@]12O
  -6, 6, -1, 2, 2, 2, 0.5, x
> S=C(NNc1nc(Nc2ccccc2)nc(N2CCCCC2)n1)NC1CCCCC1
  -9, x, x, x, 3, 1, x, -3

Entries above that bear a hit mark in esBAF inh:
canonical_smiles | RAD52 inh | esBAF inh | PglD inh | ERp5 block | CASP6 VEID inh | ARNT TACC3 PPI
Cc1csc(=O)n1CC(=O)OCc1cccc2ccccc12 | x | 58* | -3 | x | x | 2

(more compounds)
The line under a structure holds: RAD52 inh, esBAF inh, PglD inh, RAD54 inh, ERp5 block, CASP6 VEID inh, E-sel inducer, ARNT TACC3 PPI
> COc1ccc(C(=O)O/N=C(\N)c2ccccn2)cc1[N+](=O)[O-]
  -22, 10, -1, 2, 3, -2, x, 8
> Cc1nc2ccc(NC(=O)COc3ccccc3C)cc2s1
  -9, -8, 0, -7, -5, 3, 0.8, -29
> O=C(CCc1ccccc1)N1CCCC1
  -16, -5, 1, -4, 2, 1, 0.1, 2
> Cc1noc(C)c1S(=O)(=O)Nc1ccc2c(c1)CC(=O)N([C@@H](C)CO)C[C@@H](C)[C@@H](CN(C)S(=O)(=O)c1ccccc1)O2
  10, 3, 2, -4, -3, 0, 0.2, 8
> CO[C@@H]1CC[C@@H]2CCN(C)C(=O)C[C@H](c3ccccc3)CN(C)C(=O)c3cc(C#N)ccc3OC[C@H]1O2
  8, 0, -1, -8, 0, -4, 0.0, -2
> CCCCCCCCCCS(=O)(=O)N/N=C/c1ccc([N+](=O)[O-])cc1
  0, -1, 7, -2, -4, 4, x, -1
> CC(C)CC#Cc1ccc2c(c1)O[C@@H](CN(C)CC1CCOCC1)[C@@H](C)CN([C@@H](C)CO)S2(=O)=O
  16, -7, 2, 4, -2, 0, -0.3, 10
> CC(C)C[C@H](N)c1nnc(SCC(=O)Nc2ccc(Br)cc2)o1
  -18, -1, 5, -11, -1, -11, x, x
> Cc1cc2ncn(C(=O)c3c(-c4c(Cl)cccc4Cl)noc3C)c2cc1C
  x, 0, -1, 5, x, x, x, -2
> COc1cccc(-c2ccc([C@H]3[C@@H](CO)N4CCCCN(CC5CCOCC5)C[C@H]34)cc2)c1
  25, x, 0, 7, 0, 0, x, 11
> CC(C)NC[C@H]1[C@@H](c2ccc(C3=CCCC3)cc2)[C@@H](CO)N1C(=O)CC1CC1
  -37, x, x, x, 1, 0, 0.0, x
> COc1cccc(NC(=O)c2ccc(N3C(=O)C4CCC(C)CC4C3=O)cc2)c1 (stereo not given)
  -13, 1, 3, -12, 4, 0, x, -1
> O=C(CSc1nc(C2CC2)nc2ccccc12)N1c2ccccc2Sc2ccccc21
  x, 0, -2, -2, x, x, x, -6
> COC(=O)C1=CN(Cc2ccc(C)cc2)C=C(C(=O)OC)C1c1cc(OC)c(OC)c(OC)c1
  95*, -1, 0, 2, -1, 3, 0.2, -27
> COc1ccccc1-c1ccc2c(c1)O[C@@H](CN(C)CC1CCOCC1)[C@H](C)CN([C@@H](C)CO)S2(=O)=O
  17, 1, -3, -24, 0, 0, -0.3, -5

(further entries)
The line under a structure holds: RAD52 inh, esBAF inh, PglD inh, RAD54 inh, ERp5 block, CASP6 VEID inh, E-sel inducer, ARNT TACC3 PPI
> O=C(NN=Cc1ccco1)C(=O)Nc1cccc(C(F)(F)F)c1
  -1, x, x, x, 1, 4, 0.0, x
> Cc1ccccc1-c1ncc(CN2CCN(C3CCCCC3)C(CCO)C2)cn1 (stereo not given)
  -5, 2, x, x, 1, -4, 0.5, 13
> CCC(C)Nc1nc2c(c(=O)n(C)c(=O)n2C)n1Cc1cccc(C)c1 (stereo not given)
  x, -16, 0, 0, x, x, x, 0
> COc1ccc([Si](C)(C)[C@H]2[C@H](CCn3cc(CCO)nn3)O[C@@]3(C(=O)N(Cc4cccc(N5CCC5=O)c4)c4ccccc43)[C@@H]2C)cc1
  2, x, -7, -2, -3, 2, x, 6
> COc1ccc(NC(=O)CS(=O)CC(=O)Nc2ccc(NC(C)=O)cc2)cc1 (stereo not given)
  -8, -6, 0, -3, 3, 1, x, 17
> Cc1ccc(S(=O)(=O)N(C)CCN(C)S(=O)(=O)c2ccc(C)cc2)cc1
  -13, 6, x, x, -1, -1, 0.2, -5
> CCOC(=O)c1[nH]c2cc(OC)c(OC)cc2c1NC(=O)C(C)N1CCN(Cc2ccccc2)CC1 (stereo not given)
  x, 9, 3, -7, x, x, x, 19
> O=C(O)c1cn(-c2ccc(F)cc2)c(=O)c2ccccc12
  -5, x, x, x, 7, 0, x, 4
> C[C@@H]1CN([C@@H](C)CO)C(=O)c2cc(C#C[C@@H](C)O)cnc2O[C@H]1CN(C)C(=O)c1ccccc1
  -8, 8, 0, 3, -2, 2, 0.4, -1
> COc1ccc(-n2c(=O)[nH]cc(C(=O)N3CCc4ccccc43)c2=O)cc1
  -9, 1, 5, -9, 0, 0, x, -1
> O=C(CN1C(=O)c2ccccc2C1=O)NC1CCCCC1
  -15, x, 3, -1, 5, -1, x, -1
> COCCNC(=O)c1onc(CSc2ccccn2)c1C(=O)NCCOC
  0, x, 1, -6, -1, -1, 0.1, -6
> COc1ccccc1C(=O)Nc1nc2ccc(S(C)(=O)=O)cc2s1
  x, 49*, -2, -3, x, x, x, -6
> O=C(NCC1CCCCC1)C1CCC(=O)N(CCc2cccc(F)c2)C1 (stereo not given)
  -1, 4, -1, 3, 0, 7, x, 1
> Cc1cc(NC(=O)c2cccc(Oc3ccccc3)c2)n[nH]1
  -17, x, x, x, -4, 3, 0.0, 3

Just ERp5 block and ARNT TACC3 PPI, for some of the entries so far:
SMILES | ERp5 block | ARNT TACC3 PPI
COCCNC(=O)c1onc(CSc2ccccn2)c1C(=O)NCCOC | -1 | -6
COc1ccccc1C(=O)Nc1nc2ccc(S(C)(=O)=O)cc2s1 | x | -6
COc1ccc([Si](C)(C)[C@H]2[C@H](CCn3cc(CCO)nn3)O[C@@]3(C(=O)N(Cc4cccc(N5CCC5=O)c4)c4ccccc43)[C@@H]2C)cc1 | -3 | 6
O=C(NN=Cc1ccco1)C(=O)Nc1cccc(C(F)(F)F)c1 | 1 | x
Cc1ccccc1-c1ncc(CN2CCN(C3CCCCC3)C(CCO)C2)cn1 (stereo not given) | 1 | 13
Cc1cc(NC(=O)c2cccc(Oc3ccccc3)c2)n[nH]1 | -4 | 3

Later entries.
The line under a structure holds: RAD52 inh, esBAF inh, PglD inh, RAD54 inh, ERp5 block, CASP6 VEID inh, E-sel inducer, ARNT TACC3 PPI
> Cc1cc(OCC(=O)OCC(=O)NC2CCCCCC2)ccc1Cl
  -14, -1, -1, 5, -4, -1, x, -4
> Cc1ccccc1CNS(=O)(=O)c1csc(C(N)=O)c1
  -11, -8, 1, -4, -10, -1, x, 2
> N#Cc1ccc(-c2ccc3c(c2)[C@@H]2[C@@H](CCN2C(=O)Cc2ccccc2)[C@H](CO)N3)cc1
  -27, -8, -1, 7, -4, 0, -0.9, -1
> CC(C)NC(=O)N(C)C[C@H]1OCc2ccccc2-c2c(n(C)c3ccccc23)C(=O)N([C@@H](C)CO)C[C@H]1C
  12, -3, 0, 0, 3, 2, 0.1, -10
> COc1ccc(NCN2C(=O)C3C4C=CC(C4)C3C2=O)cc1 (stereo not given)
  -6, 10, -2, 1, -2, 2, 11, -1
> O=C(O)C1CCCN1C(=O)c1cccs1 (stereo not given)
  -2, -7, 0, 1, 7, 1, x, x
> Cc1ccc(-n2c(CCc3nc4ccccc4[nH]3)n[nH]c2=S)cc1
  -27, x, x, x, -3, 1, 0.1, 2
> [O-]/[N+](=C/c1ccco1)c1ccccc1
  -10, 14, 3, 0, 3, -27, x, -1
> CCN(CC(=O)NCc1ccncc1)S(=O)(=O)c1ccccc1
  -18, -3, -4, -11, 3, -4, x, -5
> CC(/C=C1\SC(=S)N(NS(=O)(=O)c2ccccc2)C1=O)=C\c1ccccc1
  -30, 0, -3, 1, 5, 22, 1.6, -2
> O=C(N/N=C\c1ccc(-c2ccc([N+](=O)[O-])cc2)o1)C1COc2ccccc2O1 (stereo not given)
  -97, x, x, x, -5, -1, 0.0, -9
